# From PubChem
# Measles CPE = protection of cells from measles virus. Measles virus-infected cells, CPE protection, absorbance. protection (pct of control), % at 4 µM. hit rate 1.5% among 140,000; in the data active = protection mostly above about 24%, no sharp cut-off; inactive = mostly below about 26%; note: some compounds called inactive have numbers as strong as hits
# HCT116 bCat-KO = beta-catenin-lacking colon tumor cell growth suppression. HCT116 beta-catenin knockout viability, CellTiter-Glo, 60 h; stronger effect = lower value. viability, % at 10 µM. hit rate 1.5% among 140,000. AID 818;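 active = viability at or under a set limit, the compound median less 4 SD, cut at about 6% in these data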;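 note: 0% = Hyamine 1622 control at 20 µM and 100% = untreated cell control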
# GALR2 antag = blocks the human galanin receptor 2; O43603; GALR2-expressing cells, antagonist mode; inhibition, % at 4 µM; hit rate 0.39% among 140,000; AID 828; in the data active = inhibition above about 27%;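 note: cells stimulated with galanin 1-16 at roughly its EC80; 0% = agonist challenge control and 100% = basal control without agonist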
# Target sequence (O43603 whole entry, looked up): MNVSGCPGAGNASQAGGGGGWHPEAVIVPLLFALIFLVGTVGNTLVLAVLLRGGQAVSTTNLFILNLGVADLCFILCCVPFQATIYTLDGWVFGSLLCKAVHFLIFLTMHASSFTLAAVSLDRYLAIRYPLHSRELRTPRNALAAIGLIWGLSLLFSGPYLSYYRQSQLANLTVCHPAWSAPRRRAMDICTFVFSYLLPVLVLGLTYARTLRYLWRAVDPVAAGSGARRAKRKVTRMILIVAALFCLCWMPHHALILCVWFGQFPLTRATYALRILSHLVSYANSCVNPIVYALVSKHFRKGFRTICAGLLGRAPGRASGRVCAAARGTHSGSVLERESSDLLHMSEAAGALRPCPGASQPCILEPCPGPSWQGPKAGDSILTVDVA
# NPY Y2 blocker = antagonists of human neuropeptide Y receptor Y2; inhibition, % at 2.7 µM; AID 793; hit rate 0.99% among 140,000; NPY-Y2 expressing cells, antagonist mode; in the data active = inhibition above about 17%;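 note: 0% = vehicle with agonist challenge and 100% = reference antagonist with challenge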
# BB579 growth dn = reduces growth of yeast BB579 in restrictive medium. S. cerevisiae BB579 growth, OD615, 48 h. inhibition, % at 10 µM. hit rate 0.51% among 140,000. AID 804;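 active = inhibition above a set limit, 3 SD over the mean compound inhibition, cut at about 44% in these data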; note: inactives centre near -24
#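 test system = yeast BB579 (DeaD) | buffer or medium = restrictive CSMM-D medium | doses = single compound dose of 10 µM, 0.25% DMSO final | times = 4 h preincubation and 48 h exposure at 30 °C | technique = culture absorbance at 615 nm | benchmarks = amphotericin B 10 µg/mL, positive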
# HCT116 PTEN-null = suppresses growth of cells with PTEN deletion | HCT116 PTEN-null viability, CellTiter-Glo, 60 h; stronger effect = lower value | viability, % at 10 µM | hit rate 1.2% among 140,000;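 active = viability at or below a set limit, 4 SD under the median of all tested compounds, cut at about 3.7% in these data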;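 note: PTEN knockout HCT116 line with beta catenin targeted HCT116 as companion control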
# Yeast lifespan up = extends the lifespan of yeast | S. cerevisiae growth with nicotinamide, OD615; deaD strain in restrictive glucose medium | inhibition of the nicotinamide effect, % at 10 µM | hit rate 0.68% among 130,000;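 active = inhibition above a set limit, placed 3 SD over the median of all compounds, cut at about 26% in these data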;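 note: 0% = nicotinamide-treated wells and 100% = cells grown without nicotinamide; some compounds called inactive have numbers as strong as hits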
#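 Material: Modified budding yeast, DeaD strain | Medium: Restrictive glucose medium | Probe or stimulus: 1.5 mM nicotinamide | Dosing: Single dose 10 µM compound, 0.25% DMSO | Times: 48 h at 30 °C | Technique: OD615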
# E-sel TNF inh = TNF alpha driven E-selectin expression inhibition | HUVEC TNFa-induced E-selectin immunofluorescence, high content | inhibition, % at 2 µM | hit rate 0.71% among 120,000;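 active = inhibition above the batch mean plus 3 SD, and confirmed as a hit on visual image review, cut at about 43% in these data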;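 note: 0% = TNF-stimulated DMSO wells and 100% = unstimulated control wells; not every result past the cut was called active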
# MRP-1 activ = activates MRP-1; H69AR cells + doxorubicin, viability rescue, CellTiter-Glo; viability increase, % at 10 µM; hit rate 0.61% among 140,000; AID 799;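 active = viability gain under doxorubicin at or above a set limit, the compound median plus 3 SD, cut at about 4.7% in these data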;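 note: MRP-1 overexpressing cells given doxorubicin 25 µM after compound pretreatment; 18-22 h compound pretreatment then 72 h with doxorubicin before readout; 0% = doxorubicin-only wells and 100% = vehicle-treated cells without doxorubicin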
# Phagocytosis inh = macrophage phagocytosis inhibition; J774A.1 macrophage IgG-bead phagocytosis, imaging; hit rate 0.07% among 110,000; inhibition, % at 5 µM;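 active = inhibition above the mean of the plate negative controls plus 5 SD, cut at about 13% in these data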;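 note: phagocytic index as fraction of beads internalized from green versus red external bead signal; plate controls were DMSO negative control for no effect and cytochalasin-D positive control for full effect; some results beyond the cut were filed as inactive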
# An asterisk follows results filed as active; nt = not tested or not shown.
1) O=C(Cn1cc(C(=O)c2ccccc2F)c2ccccc21)NCc1ccco1
2) CC(C)N1CC=C(c2c[nH]c3ccccc23)CC1
3) CCOC(=O)C1=C(N)OC(C)=C(C(=O)OCCOC)C12C(=O)Nc1ccccc12 (stereo not given)
4) O=[N+]([O-])c1cc(S(=O)(=O)c2ccc(O)c([N+](=O)[O-])c2)ccc1O
5) O=C(c1ccccc1F)c1cn(Cc2ccccc2)c2ccccc12
6) C[C@H]1O[C@@H](O[C@H]2[C@@H](O)C[C@H](O[C@H]3[C@@H](O)C[C@H](O[C@H]4CC[C@@]5(C)[C@H](CC[C@@H]6[C@@H]5CC[C@]5(C)[C@@H](C7=CC(=O)OC7)CC[C@]65O)C4)O[C@@H]3C)O[C@@H]2C)C[C@H](O)[C@@H]1O
Assay by compound | 1 | 2 | 3 | 4 | 5 | 6
Measles CPE | 6 | 36* | 8 | 30 | 8 | 0
HCT116 bCat-KO | 99 | 19 | 86 | 101 | 86 | 4.9*
GALR2 antag | -4 | 1 | 15 | 7 | -4 | -2
NPY Y2 blocker | 0 | 1 | 0 | 3 | 1 | 45*
BB579 growth dn | -35 | -24 | -5 | -27 | -30 | -39
HCT116 PTEN-null | 88 | 28 | 89 | 98 | 75 | 6
Yeast lifespan up | -1 | 2 | 5 | 0 | -10 | 3
E-sel TNF inh | -17 | 2 | -36 | -16 | 1 | nt
MRP-1 activ | -2.5 | -3.1 | -2.7 | -1.7 | 1.0 | -3.6
Phagocytosis inh | 4 | -2 | 0 | -6 | 1 | nt

7) CSc1ncc(/C=C2/C(=O)NC(=O)N(C3CCCCC3)C2=O)cn1
8) O=C1NC(=S)NC(=O)C12C(c1ccccc1)NC(=S)NC2c1ccccc1 (stereo not given)
9) O=C(NC1(C(F)(F)F)Oc2ccc(Cl)cc2O1)N1CCC2(CC1)OCCO2 (stereo not given)
10) O=C1C2(c3ccccc3)CN3CN(C2)CC1(c1ccccc1)C3
11) CC1(C)CSC(Nc2ccc(F)c(Cl)c2)=N1
Assay by compound | 7 | 8 | 9 | 10 | 11
Measles CPE | 4 | 3 | 5 | 23 | 23
HCT116 bCat-KO | 83 | 94 | 66 | 100 | 95
GALR2 antag | -12 | 3 | 12 | -1 | 2
NPY Y2 blocker | -2 | 0 | 1 | 6 | 0
BB579 growth dn | 9 | -21 | -31 | -44 | -69
HCT116 PTEN-null | 84 | 100 | 66 | 101 | 85
Yeast lifespan up | 13 | 2 | 10 | -14 | -1
E-sel TNF inh | -34 | -32 | -11 | -10 | nt
MRP-1 activ | -2.9 | -0.7 | -1.8 | 0.0 | 0.6
Phagocytosis inh | -2 | 0 | -1 | -1 | -1

# Taken from the listing, 8 compounds:
4) O=[N+]([O-])c1cc(S(=O)(=O)c2ccc(O)c([N+](=O)[O-])c2)ccc1O
5) O=C(c1ccccc1F)c1cn(Cc2ccccc2)c2ccccc12
6) C[C@H]1O[C@@H](O[C@H]2[C@@H](O)C[C@H](O[C@H]3[C@@H](O)C[C@H](O[C@H]4CC[C@@]5(C)[C@H](CC[C@@H]6[C@@H]5CC[C@]5(C)[C@@H](C7=CC(=O)OC7)CC[C@]65O)C4)O[C@@H]3C)O[C@@H]2C)C[C@H](O)[C@@H]1O
7) CSc1ncc(/C=C2/C(=O)NC(=O)N(C3CCCCC3)C2=O)cn1
8) O=C1NC(=S)NC(=O)C12C(c1ccccc1)NC(=S)NC2c1ccccc1 (stereo not given)
9) O=C(NC1(C(F)(F)F)Oc2ccc(Cl)cc2O1)N1CCC2(CC1)OCCO2 (stereo not given)
10) O=C1C2(c3ccccc3)CN3CN(C2)CC1(c1ccccc1)C3
11) CC1(C)CSC(Nc2ccc(F)c(Cl)c2)=N1
Assay by compound | 4 | 5 | 6 | 7 | 8 | 9 | 10 | 11
Measles CPE | 30 | 8 | 0 | 4 | 3 | 5 | 23 | 23
HCT116 bCat-KO | 101 | 86 | 4.9* | 83 | 94 | 66 | 100 | 95
GALR2 antag | 7 | -4 | -2 | -12 | 3 | 12 | -1 | 2
NPY Y2 blocker | 3 | 1 | 45* | -2 | 0 | 1 | 6 | 0
BB579 growth dn | -27 | -30 | -39 | 9 | -21 | -31 | -44 | -69
HCT116 PTEN-null | 98 | 75 | 6 | 84 | 100 | 66 | 101 | 85
Yeast lifespan up | 0 | -10 | 3 | 13 | 2 | 10 | -14 | -1
E-sel TNF inh | -16 | 1 | nt | -34 | -32 | -11 | -10 | nt
MRP-1 activ | -1.7 | 1.0 | -3.6 | -2.9 | -0.7 | -1.8 | 0.0 | 0.6
Phagocytosis inh | -6 | 1 | nt | -2 | 0 | -1 | -1 | -1

# Only part of the results is shown; rates above refer to the full screens.
